hcDAF-12 act: activates DAF-12 receptor from parasite H. contortus; HEK293 hcDAF-12 lit1-tk-luc reporter, luminescence; 0% DMSO, 100% Δ7-dafachronic acid; activation, % at 6.8 µM; 1.4% of 370,000 active;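 active = activation above the mean of all tested compounds plus 3 SD, cut at about 5.5% in these data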;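 also: 100% = response to 3 µM Δ7-dafachronic acid high control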
hgDAF12 agonist: hgDAF-12 agonism, primary luciferase screen; activation, % at 6.8 µM; AID 687014; 1.8% of 370,000 active; HEK293 GAL4-hgDAF12 UAS-luciferase reporter, agonist luminescence; normalized to butyrate control;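 active = activation above a cutoff set at the mean of all screened compounds plus 3 SD, cut at about 10% in these data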;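 also: 0% = DMSO wells and 100% = sodium butyrate wells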
FXN GAA850 act: frataxin GAA850 promoter activation; 0.56% of 360,000 active; AID 540364; activation, % at 6 µM; HEK293 lucGAA850 FXN promoter luciferase reporter, 24 h; percent of 10 µM SAHA response;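 active = activation above the average of all compounds screened plus 3 SD, cutoff fixed separately per campaign, cut at about 7.5% in these data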;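 also: 0% = DMSO wells and 100% = 10 µM SAHA wells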
sPLA2-III inh: Inhibits HGIII-sPLA2 liposome hydrolysis, primary screen | QFRET BODIPY PC-A2 liposome hydrolysis, fluorescence | Q9NZ20 | 0.56% of 370,000 active | inhibition, % at 12.2 µM;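 active = inhibition above mean plus 3 SD of compounds lying within the high and low control bounds, cut at about 19% in these data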;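 also: 0% = median of test compound wells and 100% = no enzyme DMSO wells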
ADAM10 inh: inhibits human ADAM10; AID 720582; 0.62% of 370,000 active; O14672; recombinant ADAM10, EDANS/DABCYL FRET peptide cleavage, 3 h; inhibition, % at 7 µM;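 active = inhibition above a per-campaign cutoff equal to the mean of compounds falling between control-based bounds plus 3 SD, cut at about 20% in these data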;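 also: 0% = DMSO wells while the 100% control is not disclosed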
DAX1 inh-1: inhibits human nuclear receptor DAX1. P51843. HEK293 Gal4-DAX1 luciferase reporter, luminescence. inhibition, % at 6.75 µM. 0.99% of 340,000 active. AID 504766;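 active = inhibition above the mean over all tested compounds plus 3 SD, cut at about 4.2% in these data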;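 also: 0% = DAX1-transfected cells with DMSO and 100% = empty-vector control cells with DMSO; inhibition shows as a rise in luminescence from relieved DAX1 repression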
Target sequence (P51843 207-470 limits assumed): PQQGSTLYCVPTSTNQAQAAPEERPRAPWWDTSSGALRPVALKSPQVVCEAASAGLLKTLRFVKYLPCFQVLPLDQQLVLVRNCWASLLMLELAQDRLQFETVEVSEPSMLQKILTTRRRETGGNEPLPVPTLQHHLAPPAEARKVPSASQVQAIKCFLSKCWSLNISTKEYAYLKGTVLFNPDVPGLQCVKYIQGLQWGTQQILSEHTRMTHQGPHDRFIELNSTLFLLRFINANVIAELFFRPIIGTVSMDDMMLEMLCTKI
DAX1 inh-2: DAX1 (NR0B1) inhibition, primary screen | HEK293T StAR-luciferase reporter, SF-1/DAX-1 repression relief | inhibition, % at 6.8 µM | 1.1% of 370,000 active | AID 652010;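 active = inhibition above the mean over all tested compounds plus 3 SD, cut at about 3.6% in these data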;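 also: 0% = DAX-1 cells with DMSO and 100% = cells lacking DAX-1 with DMSO; higher inhibition means more luminescence from relief of DAX-1 repression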
PLCg1 inh: inhibitors of human phospholipase C gamma1 | purified PLC-gamma1, fluorogenic substrate, fluorescence | inhibition, % at 12.2 µM | 0.84% of 370,000 active | AID 720700; in the data active = inhibition above about 9.5%
ADAM17 inh: ADAM17 inhibition, QFRET primary screen; P78536; recombinant ADAM17, EDANS/DABCYL FRET peptide cleavage; inhibition, % at 6.95 µM; 0.83% of 370,000 active;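 active = inhibition above the mean of compounds lying between control limits plus 3 SD, set per campaign, cut at about 8.5% in these data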;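 also: 0% = DMSO-only wells as the low control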
Target sequence (P78536 215-824 limits assumed): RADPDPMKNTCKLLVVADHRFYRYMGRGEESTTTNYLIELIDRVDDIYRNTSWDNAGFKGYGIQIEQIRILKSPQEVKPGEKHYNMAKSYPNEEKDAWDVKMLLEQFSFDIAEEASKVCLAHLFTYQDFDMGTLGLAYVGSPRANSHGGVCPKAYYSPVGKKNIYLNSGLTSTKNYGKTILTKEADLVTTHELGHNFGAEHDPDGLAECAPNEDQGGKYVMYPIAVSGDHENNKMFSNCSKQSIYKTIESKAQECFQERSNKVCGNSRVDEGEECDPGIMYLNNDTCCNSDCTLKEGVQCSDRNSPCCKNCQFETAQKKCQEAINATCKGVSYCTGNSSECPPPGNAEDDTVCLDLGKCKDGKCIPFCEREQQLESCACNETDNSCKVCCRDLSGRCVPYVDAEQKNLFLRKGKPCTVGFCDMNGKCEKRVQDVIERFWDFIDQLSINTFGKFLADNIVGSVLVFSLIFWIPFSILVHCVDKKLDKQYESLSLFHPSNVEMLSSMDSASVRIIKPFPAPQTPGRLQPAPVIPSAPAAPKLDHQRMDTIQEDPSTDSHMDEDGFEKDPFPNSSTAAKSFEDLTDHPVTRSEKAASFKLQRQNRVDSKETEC
PLCb3 inh: inhibitors of human phospholipase C beta3; Purified PLC-beta3, fluorogenic substrate, fluorescence; 0.18% of 370,000 active; inhibition, % at 12.2 µM; AID 720704; in the data active = inhibition above about 11%;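 also: 0% = median of compound wells on plate and 100% = full blocker control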
ssDAF-12 act: S. stercoralis DAF-12 activation, primary screen; 1% of 370,000 active; HEK293 ssDAF-12/GRIP1 lit1-tk-luc reporter, luminescence; % of 3 µM dafachronic acid response; activation, % at 6.8 µM;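 active = activation above the mean over all tested compounds plus 3 SD, cut at about 0.9% in these data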;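 also: 0% = DMSO-only wells and 100% = 3 µM delta7-dafachronic acid wells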
* hit, by the source's call; i = inactive; . = no result given.

SMILES,hcDAF-12 act,hgDAF12 agonist,FXN GAA850 act,sPLA2-III inh,ADAM10 inh,DAX1 inh-1,DAX1 inh-2,PLCg1 inh,ADAM17 inh,PLCb3 inh,ssDAF-12 act
Cc1cc(C)cc(-n2ncc3c2CCCC3NC(=O)c2ccccc2)c1 (centres undefined),-1.1,-3.5,1.8,9,-1,-1.1,0.2,2,2,0,-1.8
COc1cc(C2CC(=O)Oc3cc4c(cc32)OCO4)cc(OC)c1OC (centres undefined),1.4,4.2,0.5,0,-15,0.2,0.1,-2,-3,-1,-0.6
Cc1cc(C(F)(F)F)cc(NNC(=O)NC(=O)c2ccc(Cl)cc2)n1,-1.0,0.2,3.2,4,-5,2.7,-0.4,-2,-4,-2,-1.6
COc1ccccc1C1=NOC(C)(c2nnc(-c3cccc(Cl)c3)o2)C1 (centres undefined),-2.2,-1.7,0.2,-1,5,0.7,-0.2,3,5,1,-1.4
Cc1cc(Cl)ccc1OCCCC(=O)Nc1cccnc1,-2.0,0.0,-2.1,-5,4,-0.9,0.9,1,1,2,-1.7
CNC(=O)COC(=O)c1ccc2c(c1)S(=O)(=O)c1ccccc1C2=O,1.6,0.9,0.5,3,-5,0.7,0.4,-2,0,-1,-0.8
COc1ccc(CCNC(=O)c2cc(-c3ccccc3)c(N3CCOCC3)s2)c(OC)c1OC,-3.5,-2.7,1.0,-5,10,1.1,-4.0,-10,3,-12,-1.4
COc1cc2c(cc1NC(=O)C(C)N1CCN(S(=O)(=O)c3ccccc3[N+](=O)[O-])CC1)oc1ccccc12 (centres undefined),6.0*,4.4,0.1,3,4,1.2,0.8,0,-3,3,0.6
Cc1ccc(C(C(=O)NCCc2ccccc2)N(C(=O)c2csnn2)C2CC2)cc1 (centres undefined),-2.9,-1.3,-1.5,-3,9,0.0,0.3,-1,2,-1,-1.4
Cc1c(Cl)c(C(=O)NC2C3CC4CC(C3)CC2C4)nn1C (centres undefined),-2.0,0.4,2.9,-6,9,-0.4,0.1,5,2,10,-1.5
Cc1ccc(/C=N/NC(=O)c2nnn(-c3nonc3N)c2C(C)C)o1,-1.4,2.4,1.1,-10,4,-0.5,-0.3,-1,-4,-9,-1.3
CC(CCO)Nc1nc2c(c(=O)n(C)c(=O)n2C)n1Cc1cccc(Br)c1 (centres undefined),-1.4,-2.1,-4.2,2,-8,-0.4,0.9,-2,-3,1,-1.4
CCCC(=O)Nc1ccccc1NC(=O)c1ccc2c(c1)OCO2,-1.1,2.6,-1.3,-1,1,0.3,-0.4,3,-5,-5,-1.4
CCCOc1ccccc1N1C(=O)CC(N2CCOCC2)C1=O (centres undefined),-0.3,-2.0,0.8,4,-7,0.4,-0.6,8,-2,1,-1.3
CCCCn1nnnc1C1c2ccccc2OCC(=O)N1Cc1ccc2c(c1)OCO2 (centres undefined),0.6,0.7,.,-3,1,.,0.5,0,-2,0,-0.8
COc1ccc(CCNC(=O)COC(=O)Cc2ccccc2F)cc1,0.3,-0.9,0.1,2,-3,0.6,5.6*,11*,2,6,-1.6
CCOc1ccc(CCNC(=O)CCS(=O)(=O)c2ccc(Cl)cc2)cc1OCC,-1.9,-1.8,-0.5,1,3,-0.1,0.0,5,0,-1,-1.0
Cc1ccc(CN2CCN(Cc3ccccc3-c3ccco3)CC2CCO)o1 (centres undefined),-0.8,-2.9,0.0,-6,3,0.3,-0.7,1,1,0,-1.2
CCCC1NC(=O)c2cccnc2-n2c1nc1ccc(OC)cc1c2=O (centres undefined),-0.6,-0.1,0.3,2,-17,0.8,-0.8,1,-1,-1,-0.2
CC(C)C[C@@H]1COc2cccc(F)c2S(=O)(=O)N1C,-0.6,-0.6,.,7,3,.,0.2,0,2,2,-1.9
Cc1ccc(-c2nnn(CC(=O)N(c3ccccc3)C(C(=O)NC(C)(C)C)c3cccs3)n2)o1 (centres undefined),1.5,-0.2,0.3,-3,4,-1.1,0.0,5,-2,5,-0.8
CCOC(=O)C1=C(c2cccc(F)c2)NC(=S)NC1C (centres undefined),-2.6,-1.9,0.4,15,3,1.3,-0.2,4,3,2,-1.0
CN1C(=O)/C(=C\c2ccccc2F)Sc2ccc(C(=O)NC3CCN(Cc4ccccc4)CC3)cc21,-4.5,-4.5,-2.7,-8,-12,-3.2,-1.2,-12,-7,-22,-1.5
CCOC(=O)c1ccc(Nc2ccc(-c3ccc(OC)c(OC)c3)nn2)cc1,-4.0,-7.6,-0.7,-7,4,-2.2,-2.7,-17,0,-24,-2.4
O=C(OCc1ccccc1)N1CCC2CC1c1cc(N3CCN(S(=O)(=O)c4cccc(C(F)(F)F)c4)CC3)ccc12 (centres undefined),0.5,3.1,0.8,12,-21,1.4,0.3,5,-6,-3,-0.9

The closing two records of the section before lead into the next.
SMILES,hcDAF-12 act,hgDAF12 agonist,FXN GAA850 act,sPLA2-III inh,ADAM10 inh,DAX1 inh-1,DAX1 inh-2,PLCg1 inh,ADAM17 inh,PLCb3 inh,ssDAF-12 act
CCOC(=O)c1ccc(Nc2ccc(-c3ccc(OC)c(OC)c3)nn2)cc1,-4.0,-7.6,-0.7,-7,4,-2.2,-2.7,-17,0,-24,-2.4
O=C(OCc1ccccc1)N1CCC2CC1c1cc(N3CCN(S(=O)(=O)c4cccc(C(F)(F)F)c4)CC3)ccc12 (centres undefined),0.5,3.1,0.8,12,-21,1.4,0.3,5,-6,-3,-0.9
Cc1ccc(C)c(N=C2CCCN2Cc2ccccc2)c1C#N,-1.9,0.4,-2.6,3,-1,-0.2,-0.9,-1,-3,-2,-2.0
COc1ccccc1CCNC(=O)c1cc(C2CC2)nc2c1cnn2C(C)C,-0.2,-1.6,0.2,-2,-9,-2.5,-1.3,-10,-2,-16,-1.5
O=C1NC(=O)/C(=C\c2cn(Cc3ccccc3F)c3ccccc23)N1,-0.3,3.3,2.0,-19,-10,-0.5,0.0,-6,-3,-17,-1.4
COc1cccc(-c2nnc(-c3ccc(C(F)(F)F)cc3)o2)c1,0.1,1.9,2.3,-1,-10,2.2,1.2,-6,0,-11,-0.1
O=S(=O)(N[C@@H]1CCCC[C@@H]1N1CCOCC1)c1ccc(Cl)cc1,-1.7,-0.6,.,-6,-1,.,.,-3,-3,0,-1.9
COc1ccc(CNC(=O)c2cc(S(=O)(=O)N3CCOCC3)cn2C)cc1,1.6,-0.5,0.4,-4,-3,-0.4,0.5,1,-1,3,-1.0
COC(=O)c1nc2nc(-c3cccs3)cc(C(F)(F)F)n2n1,0.6,0.9,1.4,3,i,0.2,0.3,i,i,i,-0.5
CCN(CC)C(=O)C(=O)Nc1ccc(Oc2ccccc2)cc1,-0.7,1.7,0.8,4,-1,2.8,-0.1,0,-2,-3,-1.4
Cc1nn(C(=O)CCC(=O)NCc2ccc(OC(C)C)cc2)c2ccccc12,5.4,4.3,0.9,4,-2,0.9,0.6,-2,-5,-9,0.4
CC(C)CCn1nnnc1C(c1ccc(N(C)C)cc1)N1CCN(C(=O)c2ccco2)CC1 (centres undefined),-0.5,-1.4,-1.1,-3,2,0.1,-0.9,-3,-2,-1,-1.1
CC1CCN(CC(O)COc2ccc(-c3ccccc3)cc2)CC1 (centres undefined),-0.2,0.6,-2.3,-7,0,1.5,0.9,6,5,-2,-0.9
COc1cc(-c2nn3c(C4CCCCC4)nnc3s2)cc(OC)c1OC,-2.9,-1.1,-0.1,9,-18,-1.7,-1.1,-1,-8,3,-1.4
CCCc1nc(S(=O)(=O)Cc2ccc(Cl)cc2Cl)n[nH]1,-1.8,1.0,0.2,3,6,-0.1,-0.6,-1,-4,-2,-1.7
CC(C)C(C(=O)NC1CCCC1)N1CCN(c2ncccc2C#N)CC1 (centres undefined),-1.6,-4.1,.,7,-22,.,0.8,-8,-8,-8,-1.2
O=C(CCC1CCCN(C(=O)c2ccc3c(c2)OCO3)C1)N1CCN(c2ccccn2)CC1 (centres undefined),-1.4,-2.7,0.0,-3,-4,0.1,-0.6,2,-2,3,-2.0
CN(CC(=O)Nc1ccc(F)cc1)CC(=O)N1CCCC1,-0.4,-1.3,0.5,10,-4,0.2,-0.4,4,-5,-8,-0.7
c1ccc(-c2csc(N3CCN(c4ccccn4)CC3)n2)cc1,0.3,5.2,7.2,10,8,0.1,1.2,1,-2,-1,-1.0
CC(C)(C)C1CCC(OC(=O)CN2CCOCC2)CC1 (centres undefined),1.6,0.5,-2.2,2,-2,-0.2,1.8,1,-4,-1,-1.1
COc1ccc(Cl)cc1NC(=O)CSc1nnc(COc2ccccc2)n1N,-0.5,-2.4,1.7,-12,5,1.0,-0.7,-2,0,0,-1.0
Cc1ccc(CCNC(=O)CS(=O)Cc2nc(-c3cccc(C)c3)oc2C)cc1 (centres undefined),-0.3,-3.2,1.8,-16,3,0.3,0.8,-2,3,-2,-0.2
Cc1c(NC(=O)COC(=O)c2cc(-c3cccc4ccccc34)nc3ccccc23)c(=O)n(-c2ccccc2)n1C,0.6,1.4,2.0,-1,-2,0.8,0.6,-13,3,-10,-1.3
O=[N+]([O-])c1ccc(N2CCNCC2)cc1NCc1cccnc1,-1.5,1.3,2.1,6,5,0.3,0.0,2,1,0,-0.7
CCn1c(CNC(=O)c2cccc(C)c2)nnc1SCC(=O)NC1=NCCS1,-2.0,-0.2,1.1,12,0,1.4,-0.2,3,1,-5,-1.0
Cc1ccc2[nH]c(=O)c(CN(Cc3nnnn3C3CCCC3)C3CCCCC3)cc2c1,1.2,0.4,-2.7,9,-121,0.9,0.5,-37,-37,-52,-1.5

Compound profiles (already shown). Order of screens: hcDAF-12 act, hgDAF12 agonist, FXN GAA850 act, sPLA2-III inh, ADAM10 inh, DAX1 inh-1, DAX1 inh-2, PLCg1 inh, ADAM17 inh, PLCb3 inh, ssDAF-12 act
`CCN(CC)C(=O)C(=O)Nc1ccc(Oc2ccccc2)cc1` across the screens: -0.7, 1.7, 0.8, 4, -1, 2.8, -0.1, 0, -2, -3, -1.4
`CCOC(=O)C1=C(c2cccc(F)c2)NC(=S)NC1C` (centres undefined) across the screens: -2.6, -1.9, 0.4, 15, 3, 1.3, -0.2, 4, 3, 2, -1.0
`O=C(CCC1CCCN(C(=O)c2ccc3c(c2)OCO3)C1)N1CCN(c2ccccn2)CC1` (centres undefined) across the screens: -1.4, -2.7, 0.0, -3, -4, 0.1, -0.6, 2, -2, 3, -2.0
`CC(C)CCn1nnnc1C(c1ccc(N(C)C)cc1)N1CCN(C(=O)c2ccco2)CC1` (centres undefined) across the screens: -0.5, -1.4, -1.1, -3, 2, 0.1, -0.9, -3, -2, -1, -1.1
`Cc1cc(C(F)(F)F)cc(NNC(=O)NC(=O)c2ccc(Cl)cc2)n1` across the screens: -1.0, 0.2, 3.2, 4, -5, 2.7, -0.4, -2, -4, -2, -1.6

Bioassay records as filed in PubChem.
